Rtt109 HAT inh: inhibitors of C. albicans Rtt109/Vps75 HAT, primary screen, biochemical, ThioGlo CoA-SH fluorescence, plate reader. purified Rtt109/Vps75, 4 h. inhibition, % at 34.9 µM. 330,000 compounds, 0.16% hits;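 active = inhibition of at least 50% in every replicate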
Target sequence (Q5AAJ8 whole entry, looked up): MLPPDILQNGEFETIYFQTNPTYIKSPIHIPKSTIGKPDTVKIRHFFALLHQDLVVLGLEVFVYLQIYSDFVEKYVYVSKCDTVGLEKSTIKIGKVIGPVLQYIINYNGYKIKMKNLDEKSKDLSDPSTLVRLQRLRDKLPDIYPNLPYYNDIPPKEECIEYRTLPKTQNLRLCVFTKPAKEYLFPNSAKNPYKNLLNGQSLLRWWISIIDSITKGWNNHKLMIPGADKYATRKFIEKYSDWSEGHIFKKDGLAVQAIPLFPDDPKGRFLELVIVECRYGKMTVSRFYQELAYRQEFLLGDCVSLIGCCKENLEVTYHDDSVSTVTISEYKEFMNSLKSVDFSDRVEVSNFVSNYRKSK
Tat transport: E. coli Tat export inhibitors, primary screen, MC4100, TorA-mCherry reporter, fluorescence, single point; inhibition, % at 10 µM; 340,000 compounds, 0.036% hits; AID 488895, 2010;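 active = mean replicate inhibition at least 50% and at least half of replicates individually reaching 50%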;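 also: exported cargo escapes ClpAP degradation while cytoplasmic cargo is degraded and loses fluorescence; 0% = median of neutral control wells and 100% = median of NaSCN control wells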
DAGLB inh: DAGLB lipase inhibitors, primary screen, biochemical, fluorescence, HTS; HEK293T DAGLB membrane lysate, EnzChek fluorogenic substrate; inhibition, % at 5.17 µM; 340,000 compounds, 0.059% hits; in the data active = inhibition above about 34%;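 also: 0% = enzyme with vehicle and 100% = wells lacking enzyme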
Target sequence (Q8NCG7 whole entry, looked up): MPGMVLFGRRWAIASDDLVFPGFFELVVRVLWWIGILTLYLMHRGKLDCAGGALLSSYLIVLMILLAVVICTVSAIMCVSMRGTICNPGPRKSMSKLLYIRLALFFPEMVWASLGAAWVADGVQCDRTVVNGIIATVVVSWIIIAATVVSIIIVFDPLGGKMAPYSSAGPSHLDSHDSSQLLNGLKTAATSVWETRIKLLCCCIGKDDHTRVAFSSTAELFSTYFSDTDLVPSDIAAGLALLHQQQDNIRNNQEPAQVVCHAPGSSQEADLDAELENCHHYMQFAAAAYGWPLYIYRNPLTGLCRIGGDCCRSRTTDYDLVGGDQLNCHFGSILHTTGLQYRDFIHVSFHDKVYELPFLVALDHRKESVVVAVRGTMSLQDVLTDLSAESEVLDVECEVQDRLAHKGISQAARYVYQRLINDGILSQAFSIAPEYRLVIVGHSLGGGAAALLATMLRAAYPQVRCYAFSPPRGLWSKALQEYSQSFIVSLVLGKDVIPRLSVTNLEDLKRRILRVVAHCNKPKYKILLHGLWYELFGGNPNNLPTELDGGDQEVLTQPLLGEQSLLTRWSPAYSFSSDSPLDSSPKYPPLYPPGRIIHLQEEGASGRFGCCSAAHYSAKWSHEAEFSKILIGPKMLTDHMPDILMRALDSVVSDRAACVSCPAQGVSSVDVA
PvdQ inh: P. aeruginosa PvdQ acylase inhibitors, primary screen, biochemical, fluorescence, plate reader and imaging, single point. AID 488965, 2010. 340,000 compounds, 0.063% hits. purified PvdQ acylase. inhibition, % at 10 µM. PvdQ acylase [Pseudomonas aeruginosa LESB58]; in the data active = inhibition above about 30%, passing the limit was not always enough;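 also: 0% = vehicle neutral wells and 100% = reference inhibitor wells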
AddAB inh: growth inhibition of E. coli expressing H. pylori AddAB, primary screen, AddAB inhibitor project, absorbance; 330,000 compounds, 0.29% hits; inhibition, % at 11.9 µM; in the data active = inhibition above about 12%;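 also: 0% = vehicle wells of infected cells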
phage Ecoli inh: growth loss of phage-infected E. coli, primary screen, RecBCD inhibitor project, absorbance, with phage, HTS | inhibition, % at 11.9 µM | 360,000 compounds, 0.26% hits; in the data active = inhibition above about 11%
Wnt bcat act: Wnt/beta-catenin pathway activators, primary screen, cell-based, plate reader, single point; AID 743398, 2014; activation, % at 9.35 µM; Wnt/beta-catenin reporter cell assay, activator; 300,000 compounds, 1.2% hits; in the data active = activation above about 30%, passing the limit was not always enough;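 also: 0% = neutral control wells and 100% = positive control wells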
Ecoli viability: E. coli V3065 growth inhibition, primary screen, counter-screen for AddAB inhibitor project, absorbance, OD600; 18 h; inhibition, % at 11.9 µM; 330,000 compounds, 0.27% hits;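 active = inhibition above the campaign's mean inhibition across all tested compounds plus 3 SD, cut at about 9.9% in these data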;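 also: uninfected addAB+ strain grown without phage in ampicillin broth; 0% = DMSO wells and 100% = ciprofloxacin 0.95 µg/ml wells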
PfHsp90 yeast 2: growth inhibition of PfHsp90-expressing yeast, primary screen, antimalarial PfHsp90 inhibitor project, S. cerevisiae, BacTiter-Glo luminescence, single point, set 2; BacTiter-Glo ATP, 48 h; yeast lacking PDR1 and PDR3 efflux regulators; inhibition, % at 9.4 µM; 310,000 compounds, 0.32% hits; AID 504621, 2011;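 active = every replicate shows inhibition above about 80%, whatever the replicate mean, limit read from the data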;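 also: 0% = DMSO neutral controls and 100% = 20 µM radicicol positive controls; yeast relying on Plasmodium falciparum Hsp90 in place of its own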
CAL PDZ FP: CAL PDZ peptide-binding inhibitors, primary screen, biochemical, fluorescence polarization, Cer-tagged CAL PDZ, HTS | purified CAL PDZ, TMR-peptide fluorescence polarization, 1 h | AID 504414, 2011 | Golgi-associated PDZ and coiled-coil motif-containing protein (Homo sapiens), Q9HD26 | inhibition, % at 20 µM | 330,000 compounds, 0.02% hits;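 active = highest replicate inhibition of at least 40%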;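 also: plate controls were DMSO neutral control wells for no effect and unlabeled competitor peptide control wells for full effect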
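material = purified tagged CAL PDZ domain construct (CerCALP) | compound dosing = 20 µM, one dose | times = 1 h at RT | measured by = fluorescence polarization from S- and P-plane intensities, G-factor corrected | read-out = inhibition from polarization loss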
Active calls of the source: *; nt = no result given. Compounds as they come. About 1.9% of those tested had a hit in this group.

mol,Rtt109 HAT inh,Tat transport,DAGLB inh,PvdQ inh,AddAB inh,phage Ecoli inh,Wnt bcat act,Ecoli viability,PfHsp90 yeast 2,CAL PDZ FP
COc1ccc(S(=O)(=O)Nc2ccc(OCC(=O)O)cc2)c2ccccc12,-1,-6,-3,-7,0.0,1.2,1,-0.5,-21,0.2
O=C(NCCCn1ccnc1)Nc1cccc2ccccc12,31,2,-3,1,3.6,0.9,-1,0.5,13,-1.1
CCNS(=O)(=O)c1ccc(NC(=O)Cn2nc(C(F)(F)F)cc2C)cc1,-5,-10,0,-22,11,12*,-1,11*,6,-1.0
COc1ccc(Cl)cc1NC(=O)c1nnn(CC(=O)Nc2ccc(OC)c(OC)c2)c1N,-26,5,0,-13,2.9,3.3,-3,0.7,-7,-0.5
O=C(O)c1ccc(-c2ccccn2)s1,-5,2,-2,-9,2.5,4.7,3,-1.9,-11,-0.5
COc1ccc2cc(C(=O)/C=C/c3cc(OC)c(O)c(OC)c3)ccc2c1,-8,2,4,-4,1.0,-0.3,9,-1.8,9,-2.4
Cc1ccc(C(C(=O)NCC2CCCO2)N(C(=O)c2snc(C(N)=O)c2N)c2ccccc2)o1 (configuration not stated),-8,-2,1,-14,1.9,0.0,1,-4.5,-5,-1.0
Cc1cc(OCCn2ccnc2)cc(C)c1Cl,1,-1,-1,4,2.0,1.6,-1,1.6,-34,-0.9
O=C(Nc1ccc(N2CCOCC2)c(Cl)c1)c1cccc(-n2cnnc2)c1,8,-1,2,-14,-1.1,0.9,0,-1.5,-8,-1.9
CCC(CC)C(=O)c1c[nH]c(C(=O)NCCCN2CCOCC2)c1,-5,-13,-1,-10,1.1,1.9,-3,-0.2,6,-0.2
COc1ccc(Cl)cc1N(CC(=O)N1CCCC1)S(=O)(=O)c1ccc(C)cc1,-5,2,1,-9,1.8,-0.5,-2,-1.0,-4,-0.5
CC(=O)Nc1ccc(NC(=O)c2ccc(-c3ccc([N+](=O)[O-])cc3)o2)cc1,-9,-3,11,-3,0.0,-2.1,-2,0.0,8,16
COc1ccc(CCNC(=O)Cc2ccc(NC3=NC4CS(=O)(=O)CC4S3)cc2)c(OC)c1 (configuration not stated),-1,-6,2,-6,1.7,3.5,2,-0.8,6,0.6
O=C(O)CCc1nn2cnc3sc4c(c3c2nc1=O)CCCC4,20,4,-4,5,1.3,2.0,nt,-1.9,-10,0.5
O=C(CCNS(=O)(=O)c1ccc2c(c1)CCC(=O)N2)Nc1ccc(F)c(F)c1,-4,4,3,-2,-0.4,4.4,0,-2.0,1,-1.4
O=C(COC(=O)c1ccco1)NC1CCCC1,-16,-1,0,1,3.3,0.9,-1,0.1,7,-1.0
CC(C)c1noc2ncc(C(=O)c3cc(Cl)cc(Cl)c3O)cc12,14,1,22,-1,0.9,1.3,nt,1.5,17,-0.5
CN1CCOCCOCCOCCN(C)C1=S,7,7,1,-25,-1.9,2.7,0,-1.3,-24,-2.7
CCc1noc(C)c1C(=O)OCC(=O)NCc1ccccc1,2,-3,0,-15,-1.5,1.6,2,-1.4,8,-0.2
CCCCNC(=O)c1onc(CSc2cc(C)cc(C)c2)c1C(=O)NCCCC,-8,14,-30,1,4.2,2.5,0,-2.8,5,-2.0
O=C(COC(=O)Cc1ccsc1)Nc1ccccc1Cl,-4,-11,-7,-16,0.1,0.1,0,-1.9,19,-0.2
COc1ccc(N(CC(=O)NC2CCCC2)S(=O)(=O)c2c(C)[nH]c(=O)[nH]c2=O)cc1,-16,-3,-4,14,2.3,1.8,-1,0.2,13,-2.2
COC(=O)C(C(=O)OC)c1ccc(NC(=O)c2cccc(Cl)c2)cc1,7,11,1,-3,6.0,0.1,18,1.3,-1,-2.2
O=C(Cc1ccccc1)Nc1ccc(NC(=O)C2CCCCC2)nc1,-1,10,-2,0,-1.9,3.0,-2,-0.2,9,-0.9
CCC12CN(C(=O)c3ccc([N+](=O)[O-])cc3)CC(CC)(CN(C(=O)c3ccc([N+](=O)[O-])cc3)C1)C2=O,nt,nt,nt,nt,4.7,1.8,-3,0.2,nt,nt
O=C(O)c1nn(Cc2ncc(-c3cccc(Cl)c3)o2)c(=O)c2ccccc12,1,7,1,-12,-0.8,3.5,0,-3.3,-35,-2.8
COc1ccc(C(=O)c2ccc([N+](=O)[O-])cc2)c(OC)c1OC,4,-11,-2,3,nt,-1.9,2,nt,5,-1.0
O=C(N/N=C/c1cc(Cl)ccc1O)c1cccnc1,1,0,3,-3,-1.6,-2.8,2,-6.4,-14,-1.9
CN1CCN(/C=C(\C#N)S(=O)(=O)c2ccc(Cl)cc2)CC1,4,3,5,-13,-1.8,7.2,-1,-0.2,-2,-0.6
O=[N+]([O-])c1ccc2n[nH]nc2c1,-3,-6,0,-6,-0.9,2.4,nt,0.1,-10,-1.1
CC(=O)c1cccc(CN2CCC(C(=O)Nc3ccc(-c4cccc(C)c4)cc3)CC2)c1,-6,8,-1,-12,1.4,2.2,-4,-0.1,0,0.4
Cc1cc(C)cc(C(=O)NC(CC(N)=O)c2ccc(NC3CCCC3)c([N+](=O)[O-])c2)c1 (configuration not stated),-5,-7,4,-11,2.6,2.9,-2,-1.1,23,1.0
COc1ccc(C(=O)NC2CC2)cc1OC1CCN(Cc2cnn(C)c2C)CC1,-1,5,-1,-9,nt,-0.5,-1,nt,32,-1.5
O=C(NCCC(=O)N1CCN(c2cccc(Cl)c2)CC1)c1ccc(Br)cc1,16,3,-7,2,-0.9,1.1,-2,0.0,nt,-1.3
Cc1ccccc1CC(=O)NCC1CCCCC1,4,-10,-2,-14,nt,1.0,0,nt,-8,-1.0
COC(=O)c1c(NC(=O)C2Cc3ccccc3C(=O)O2)sc2c1CCCC2 (configuration not stated),-2,4,-4,-5,0.5,5.7,0,-0.3,-28,-1.9

(cont.)
SMILES,Rtt109 HAT inh,Tat transport,DAGLB inh,PvdQ inh,AddAB inh,phage Ecoli inh,Wnt bcat act,Ecoli viability,PfHsp90 yeast 2,CAL PDZ FP
Cc1ccc(C)c(NC(=O)COc2coc(CN3CCc4ccccc43)cc2=O)c1,-2,0,3,-12,0.2,3.4,5,-0.6,nt,-0.1
O=C1CCC(C(=O)N2CCCC2)CN1CCc1cccc(F)c1 (configuration not stated),7,12,-1,-6,0.7,3.2,1,-1.3,2,-3.6
Cn1c(=O)cc(Nc2ccccc2)c2c(=O)n(-c3ccccc3)c(=O)n(-c3ccccc3)c21,-11,-4,-4,9,-0.5,0.4,-5,1.2,-10,-1.8
CNC(=O)/C(C#N)=C/c1ccc(-c2ccccc2[N+](=O)[O-])o1,-1,-5,-2,8,2.1,3.6,-4,-0.7,-12,0.2
C/C(=N\NC(=O)COc1cc(C)cc(C)c1)c1ccc(N2CCOCC2)cc1,-26,1,0,4,-0.8,3.6,2,-0.9,17,-0.3
O=C(Nc1ccccc1)c1c(F)c(F)c(F)c(F)c1F,-2,-11,-5,-8,7.6,2.4,-2,1.6,7,-0.1
Cc1ccc(S(=O)(=O)N2CCOCC2)c(C)c1-n1cnnn1,-3,1,3,0,2.6,1.6,nt,0.2,35,-2.1
CCn1ncc(Br)c1C(=O)Nc1c(C)nn(Cc2c(F)c(F)c(F)c(F)c2F)c1C,2,2,-1,-15,nt,2.7,-2,nt,-5,0.4
CCCn1c(SCC(=O)NC(C)c2ccccc2)n[nH]c1=O (configuration not stated),-4,-2,1,-11,-1.4,-2.3,-3,0.5,10,1.4
CC(C)c1nnc(NC(=O)C2c3ccccc3Oc3ccccc32)s1,8,3,-1,-12,2.8,1.4,nt,-0.9,3,-0.2
O=C(N/N=C1\CCSC1)c1cc(Cl)ccc1O,1,-2,10,-6,3.8,3.9,-2,0.7,-6,-2.0
CC(=O)Nc1cccc(NC(=O)c2cccc(OCc3ccccc3)c2)c1,2,2,0,-10,3.7,2.1,1,2.0,13,-2.1
Cc1cccc(-n2ncc3c2CCCC3NC(=O)CCCN2CCCCC2=O)c1C (configuration not stated),7,-8,1,-2,2.6,nt,nt,0.0,3,-1.1
CCOC(=O)C1=C(CSc2nc3ccccc3s2)NC(=O)NC1c1cccc([N+](=O)[O-])c1 (configuration not stated),13,-11,4,0,1.3,2.3,-3,-3.0,-4,-1.9
COCCN(C(=O)c1cc(Cl)ccn1)c1c(N)n(Cc2ccccc2)c(=O)[nH]c1=O,7,12,0,-8,-1.1,0.1,-4,-0.5,-17,-1.7
CC(C)CCOc1ccc(/C=C2\CCn3c2nc2cc(C(=O)O)ccc2c3=O)cc1,0,8,1,-7,nt,3.8,nt,nt,-32,-7.7
CC(C)Nc1nc(Cl)nc(NNC(=O)C(C)Oc2ccccc2)n1 (configuration not stated),-4,-2,-2,-11,0.8,2.0,-2,-1.5,nt,-0.4
COCCN(C(=O)COC(=O)c1ccccc1Nc1ccccc1)c1c(N)n(Cc2ccccc2)c(=O)[nH]c1=O,8,18,4,-9,4.7,-2.4,-1,-3.4,6,-1.0
CC(=O)Nc1nc(C=C(Cl)Cl)cs1,0,10,-2,-6,-1.5,0.6,2,-1.6,-4,-1.1
Cc1ccc(-n2nc(C(=O)NN)c(C)c(C#N)c2=O)cc1Cl,-2,-4,-4,-7,-0.2,2.2,16,0.0,1,0.4
O=C(CNC(=S)N(Cc1ccccc1F)C1CCCCC1)NC1CC1,-6,-2,-4,-13,1.4,2.4,nt,0.2,1,0.2

Compounds shown so far that have two or more sulfur atoms:
SMILES,Rtt109 HAT inh,Tat transport,DAGLB inh,PvdQ inh,AddAB inh,phage Ecoli inh,Wnt bcat act,Ecoli viability,PfHsp90 yeast 2,CAL PDZ FP
COc1ccc(CCNC(=O)Cc2ccc(NC3=NC4CS(=O)(=O)CC4S3)cc2)c(OC)c1 (configuration not stated),-1,-6,2,-6,1.7,3.5,2,-0.8,6,0.6
CCOC(=O)C1=C(CSc2nc3ccccc3s2)NC(=O)NC1c1cccc([N+](=O)[O-])c1 (configuration not stated),13,-11,4,0,1.3,2.3,-3,-3.0,-4,-1.9
